Bioassay records as filed in PubChem BioAssay.
VHR inh color – VHR1 phosphatase inhibitors, primary screen, biochemical, colorimetric, HTS; recombinant VHR phosphatase, colorimetric substrate read-out; Dual specificity protein phosphatase 3 (Homo sapiens), P51452; AID 1992, 2009; inhibition, % at 20 µM; 50,000 tested, 0.7% active; in the data active = inhibition above about 60%; also: some results filed as inactive read as strong as hits
Target sequence (P51452 whole entry, looked up): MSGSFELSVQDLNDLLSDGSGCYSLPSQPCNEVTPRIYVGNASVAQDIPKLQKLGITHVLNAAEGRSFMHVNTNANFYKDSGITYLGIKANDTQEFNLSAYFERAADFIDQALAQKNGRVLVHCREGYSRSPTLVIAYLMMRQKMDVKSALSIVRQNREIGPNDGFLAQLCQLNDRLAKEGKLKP
Active calls of the source: *.

SMILES | VHR inh color
CCOC(=O)C1=C(C)N=c2s/c(=C\c3cc(OC)ccc3OC)c(=O)n2C1c1ccccc1Cl (stereo unspecified) | -20
Fc1cccc(Cl)c1CSc1nnc(-c2ccccc2)o1 | -20
CCOC(=O)CSc1nnc(-c2cccc(OC)c2)n1-c1ccccc1 | -11
CCOC(=O)C1NN=C(C(=O)c2ccc(OC)cc2)C1c1ccccc1 (stereo unspecified) | -7
O=C(Nc1ccc2c(c1)oc1ccccc12)c1ccco1 | -6
COc1cc(/C=C2\C(=O)NC(=O)N(c3ccc(F)cc3)C2=O)ccc1OCc1ccc(C(=O)O)cc1 | 44
C=CCc1ccccc1OCCSc1nc2ccc(N)cc2s1 | -18
COc1cc(NC(=O)c2oc3ccc(Cl)cc3c2C)ccc1NC(=O)c1ccco1 | -15
O=C(CSc1nnnn1-c1ccccc1)NN1C(=O)c2ccccc2C1=O | 2
O=S(=O)(O)c1c(O)cnc2ccccc12 | -12
CCCOC(=O)c1ccc(NC(=O)COc2ccc(OC)cc2)cc1 | -14
Cc1ccc(CC2C(=O)N(c3ccc4ccccc4n3)C(=O)C2C)cc1 (stereo unspecified) | -13
CCCOc1cccc(C(=O)Nc2c(C)ccc3nsnc23)c1 | -3
N#Cc1c(NC(=O)C2c3ccccc3Oc3ccccc32)sc2c1CCCCC2 | -13
O=C(N/N=C/c1ccc(C(=O)O)cc1)C(=O)N1CCCCCC1 | -41
O=C(CSc1nnnn1-c1ccccc1)N1CCCCC1 | -6
O=C1SCCC1NS(=O)(=O)c1cc(Cl)ccc1Cl (stereo unspecified) | -19
CCc1ccc(C2Nc3cccc4cccc(c34)N2)cc1 | -16
C=CCN(CC=C)Cn1[nH]c(=O)ccc1=O | -20
Cc1cccc(OCC(=O)NNC(=O)c2ccccc2C)c1 | -10

17 entries out of the list, sorted by molar mass, high to low:
SMILES | VHR inh color
CCOC(=O)C1=C(C)N=c2s/c(=C\c3cc(OC)ccc3OC)c(=O)n2C1c1ccccc1Cl (stereo unspecified) | -20
COc1cc(/C=C2\C(=O)NC(=O)N(c3ccc(F)cc3)C2=O)ccc1OCc1ccc(C(=O)O)cc1 | 44
COc1cc(NC(=O)c2oc3ccc(Cl)cc3c2C)ccc1NC(=O)c1ccco1 | -15
O=C(CSc1nnnn1-c1ccccc1)NN1C(=O)c2ccccc2C1=O | 2
CCOC(=O)CSc1nnc(-c2cccc(OC)c2)n1-c1ccccc1 | -11
Cc1ccc(CC2C(=O)N(c3ccc4ccccc4n3)C(=O)C2C)cc1 (stereo unspecified) | -13
CCCOC(=O)c1ccc(NC(=O)COc2ccc(OC)cc2)cc1 | -14
C=CCc1ccccc1OCCSc1nc2ccc(N)cc2s1 | -18
CCCOc1cccc(C(=O)Nc2c(C)ccc3nsnc23)c1 | -3
O=C1SCCC1NS(=O)(=O)c1cc(Cl)ccc1Cl (stereo unspecified) | -19
Fc1cccc(Cl)c1CSc1nnc(-c2ccccc2)o1 | -20
O=C(CSc1nnnn1-c1ccccc1)N1CCCCC1 | -6
Cc1cccc(OCC(=O)NNC(=O)c2ccccc2C)c1 | -10
O=C(Nc1ccc2c(c1)oc1ccccc12)c1ccco1 | -6
CCc1ccc(C2Nc3cccc4cccc(c34)N2)cc1 | -16
O=S(=O)(O)c1c(O)cnc2ccccc12 | -12
C=CCN(CC=C)Cn1[nH]c(=O)ccc1=O | -20

(continued)
SMILES | VHR inh color
O=c1oc2cc(O)c(Cl)cc2c2c1CCCC2 | -39
CCCCS(=O)CC(O)COC(C)C (stereo unspecified) | 4
O=C(NCC1CCCO1)c1sc2ccccc2c1Cl (stereo unspecified) | -11
NS(=O)(=O)c1ccc(NS(=O)(=O)c2ccc(Br)cc2)cc1 | 5
Cc1ccc(C(=O)Nc2ccc(O)c(C(=O)O)c2)o1 | 0
COc1ccc(/C(N)=N/OC(=O)c2ccc(Br)cc2)cc1 | -16
O=C(Nc1ccncc1)c1cccc(F)c1 | -12
Cc1ccc(C(=O)O/N=C(\N)c2cccnc2)cc1 | 2
N#CCCN(C1CCCCC1)S(=O)(=O)c1ccc(Cl)cc1 | -2
Clc1ccc(CN2CCN(/N=C/c3ccc(Br)s3)CC2)cc1 | 24
CCOc1ccc(N(CC(=O)Nc2c(C)cccc2C)S(=O)(=O)c2ccc(SC)cc2)cc1 | -25
COc1ccc(CCNS(=O)(=O)c2cccc([N+](=O)[O-])c2)cc1 | 8
O=C(Nc1ccc(N2CCOCC2)cc1)C(c1ccccc1)c1ccccc1 | 10
O=S(=O)(Nc1ccc(S(=O)(=O)N2CCOCC2)cc1)c1ccccc1 | 2
Cc1ccc(C(c2ccc(C)o2)c2cc(Br)cc([N+](=O)[O-])c2O)o1 | -28
Clc1ccc(OCCCn2ccnc2)cc1 | -10
COc1ccc(S(=O)(=O)N2CCN(Cc3cccc4ccccc34)CC2)cc1 | 8
COc1ccc(C2CC(=O)C3=C(C2)Nc2ccccc2NC3c2cccc(Cl)c2)cc1 (stereo unspecified) | 0
CC1=C(C(=O)Nc2ccccc2)C(c2cccc(I)c2)NC(=S)N1 (stereo unspecified) | 4
C=CCn1c(-c2nonc2NC(C)=O)nc2ccccc21 | -22
CCOC(=O)C(Cc1ccccc1Cl)(NC(C)=O)C(=O)OCC | -6
Cc1cccc(CN2CCN(C(=O)COc3ccc(Cl)cc3)CC2)c1 | 11
O=C1S/C(=C\c2ccc3c(c2)OCO3)C(=O)N1Cc1ccccc1 | 19
C=C(C)C(=O)Oc1ccc(N2C(=O)CCC2=O)cc1 | 17
COc1ccc2c(c1OC)C(=O)N(c1ccc(NC(C)=O)cc1)C2=O | -16
O=C1N=c2ccccc2=C1c1sc(=O)n(-c2ccc(O)cc2)c1O | 9
O=C(O)c1ccc(N2C(=O)CC(SC(=NCCc3ccccc3)Nc3ccc(F)cc3)C2=O)cc1 (stereo unspecified) | 14
COc1cc(NC(=O)c2cccs2)ccc1NC(=O)c1ccco1 | -1
COc1ccccc1/C=C1\SC(=S)N(NC(=O)c2ccccc2)C1=O | -3
CC(C)c1cc(NS(=O)(=O)c2ccccc2N)cc(C(C)C)c1O | -2
O=C(c1ccc(F)cc1F)n1nnc2ccccc21 | -4
COc1c(Cl)cc(C(=O)Nc2ccc(N3CCOCC3)cc2)cc1Cl | -6
Brc1ccc(/C=N/N2CCN(Cc3cccc4ccccc34)CC2)s1 | -7
CC(=O)C1=C(O)CC(C)(C)CC1=Nc1ccccc1O | 9
Cc1cccc(/C(N)=N/OC(=O)COc2ccccc2C)c1 | -5
O=C(O)C(c1ccccc1)C(c1ccccc1)c1ccccc1 (stereo unspecified) | -21
Cc1ccc(N2CC(C(=O)OCc3ccc([N+](=O)[O-])cc3)CC2=O)cc1 (stereo unspecified) | 10
COc1ccccc1/C=C1\SC(=S)N(NC(=O)c2cccc([N+](=O)[O-])c2)C1=O | -28
Cn1c(=O)c2c(ncn2CC(=O)NC2CCCC2)n(C)c1=O | 5
Cc1ccc(-c2csc(/C(C#N)=C/c3sccc3C)n2)cc1C | -18

2 records picked at random from those above:
SMILES | VHR inh color
Cn1c(=O)c2c(ncn2CC(=O)NC2CCCC2)n(C)c1=O | 5
Cc1ccc(-c2csc(/C(C#N)=C/c3sccc3C)n2)cc1C | -18

Next compounds:
SMILES | VHR inh color
O=C1c2cccc3cccc(c23)C(=O)N1/N=C/c1ccc(Br)cc1 | 7
Cc1ccc(-c2nc3cc(Cl)cc(Cl)c3o2)cc1NC(=O)Cc1ccccc1 | 1
Cc1ccc(N(CC(=O)N/N=C/c2ccccc2)S(=O)(=O)c2ccccc2)cc1 | -3
CCOC(=O)c1ccc(Nc2nc3nonc3nc2NC(C)C)cc1 | 13
Cc1ccc(NC(=O)/C(=C\c2ccc3c(c2)OCO3)NC(=O)c2ccco2)cc1 | -2
CC(C)OC(=O)c1sc2cc([N+](=O)[O-])ccc2c1Cl | -24
COc1ccc(C2(CNC(=O)C3(c4ccccc4)CCCC3)CCCC2)cc1OC | 7
O=c1[nH]c(=O)n(-c2cccc3ccccc23)c(O)c1/C=C1\C=Nc2ccccc21 | 0
Cc1ccc(C(=O)Nc2cccc(F)c2)cc1S(=O)(=O)N1CCCCC1 | 12
N=C1S/C(=C\c2ccc(-c3ccc([N+](=O)[O-])cc3)o2)C(=O)N1c1ccc2c(c1)OCO2 | -1
O=C(Cc1ccccc1)NCC1CCCO1 (stereo unspecified) | 0
CCOC(=O)/C(=C/c1ccc(O)cc1)C(C)=O | -19
CCc1ccc(C=NC23CN4CN(CN(C4)C2)C3)s1 | -7
CCOc1ccc(C(=O)Nc2ccc(-c3nc4ccccc4o3)c(O)c2)cc1[N+](=O)[O-] | 50
COc1ccc(/C=N/N2CCN(Cc3cccc4ccccc34)CC2)cc1Br | 8
NC(=O)c1c(NC(=O)c2ccc(Br)cc2)sc2c1CCCCCC2 | -18
CCC(=O)Nc1ccc(NC(=S)NC(=O)c2ccco2)cc1 | -6
Cc1ccc(C2CC(C(F)(F)F)n3nc(CO)c(Cl)c3N2)cc1 (stereo unspecified) | 0
Cn1cc(/C=C/c2nc3ccccc3c(=O)n2-c2cccc([N+](=O)[O-])c2)c2ccccc21 | 44
O=C(COc1cccc2ccccc12)Nc1cccnc1 | -1
CCN1C(=O)/C(=C\c2cccc([N+](=O)[O-])c2)C(C(=O)OC)=C1C | 5
O=C(Nc1ccc(Cl)c(Cl)c1)N1CCN(C(c2ccccc2)c2ccccc2)CC1 | -3
CC(C)(C)C(=O)Nc1ccc(C(=O)Oc2ccccc2)c(O)c1 | -30
O=C(Nc1cccc([N+](=O)[O-])c1)c1cc(-c2ccco2)nc2ccccc12 | -16
Cc1ccc(N2CC(C(=O)Nc3ccccc3C(C)C)CC2=O)cc1 (stereo unspecified) | -37
C=CCOc1cccc(/C=N/NS(=O)(=O)c2ccc(Cl)cc2)c1 | -34
C=CCNC(=S)Nc1ccc(C(=O)OCC)cc1 | -32
COc1ccc(C(C2=C(O)CC(C)(C)CC2=O)C2=C(O)CC(C)(C)CC2=O)cc1CO | -3
COc1ccc(OC)c(NC(=O)C2c3ccccc3Oc3ccccc32)c1 | 16
O=C(CCc1ccccc1)NC1CCCCC1Cc1ccco1 (stereo unspecified) | -8
C=CCOc1c(Cl)cc(/C=C2/C(=O)NN(c3ccc(F)cc3)C2=O)cc1OC | 23
COC(=O)c1ccc(C(=O)OC)c(NC(=O)COc2cccc(Br)c2)c1 | -9
COc1ccc(/C=C/C(=O)Nc2ccc(Br)cc2C(=O)c2cc(OC)c(OC)c(OC)c2)cc1OC | 7
Cc1ccc(-n2c(=O)c3cc4c(=O)n(-c5ccc(C)c(C)c5)c(=O)c4c(C(=O)c4ccccc4)c3c2=O)cc1C | 8
COC(=O)c1ccc(/C=N/Nc2nncc(-c3ccccc3)n2)cc1 | -34
COc1cc2c(cc1OC)C(c1cccc([N+](=O)[O-])c1)=NCC2 | -19
O=C1c2cccc([N+](=O)[O-])c2C(=O)N1CC(=O)N1c2ccccc2Sc2ccc(C(F)(F)F)cc21 | 6
COc1ccccc1/C=C1\SC(N2CCC(C)CC2)=NC1=O | 10
O=C(NCCc1ccc(Cl)cc1)C1CC(=O)N(c2ccc(Br)cc2)C1 (stereo unspecified) | -7
CC(=O)N/C(=C/c1ccc(Cl)cc1)C(=O)N1CCOCC1 | -21
O=C(N/N=C/c1cc([N+](=O)[O-])ccc1O)c1cccc(N2CCCC2=O)c1 | 2
CCOC(=O)C1=C(C)NC2=C(C(=O)CCC2)C1c1ccc(OCc2cccc(F)c2)c([N+](=O)[O-])c1 (stereo unspecified) | 12
CCOc1ccccc1NC(=O)C(=O)NCCCOC | -12
Cc1ccc(Nc2nc(N3CCOCC3)nc(N3CCOCC3)n2)cc1 | -21
Nc1sc2c(c1C(=O)Nc1ccccc1Cl)CCC2 | -12
CCOc1ccc(N(CC(=O)Nc2cccc(Br)c2)S(=O)(=O)c2ccc(SC)cc2)cc1 | -10
Cc1ccccc1C(=O)Nc1sc2c(c1C(=O)N1CCOCC1)CCCCC2 | -10
Cc1ccc(S(=O)(=O)Nc2cc(Sc3nc(C)cc(C)n3)c(O)c3ccccc23)cc1 | 16
CCOc1ccc(N2C(=O)C3C(C(=O)OC)=NN(C(C)=O)C3C2=O)cc1 (stereo unspecified) | -26
COC(=O)c1sccc1NC(=O)c1cc(-c2cccs2)nc2ccccc12 | -7
Further structures:
SMILES | VHR inh color
CCOc1ccc(Br)cc1/C=N\NC(=O)c1cc(C)[nH]n1 | -8
CC(=O)N1c2ccccc2NC2=C(C(=O)CC(C)(C)C2)C1c1cccc(F)c1 (stereo unspecified) | -5
Cc1ccc(C(=O)O/N=C(\N)c2ccc(Cl)cc2)cc1[N+](=O)[O-] | -4
O=C1C(=O)N(c2cccnc2)C(c2ccc(Cl)cc2)/C1=C(\O)c1ccc(Cl)cc1 (stereo unspecified) | -3
NC(=O)c1ccc(NS(=O)(=O)c2ccc(F)cc2)cc1 | 3
CCCc1cc(=O)n2[nH]c(-c3ccc(F)cc3)cc2n1 | -1
CCC1(C)CC(CC(=O)O)(c2ccc(OC)cc2)CCO1 (stereo unspecified) | 2
CCCCCCCc1ccc(-c2ccc(O)cc2)nc1 | -36
O=C(Nc1ccc2c(c1)oc1ccccc12)c1c(Cl)cccc1Cl | -13
CNC(=O)c1c(-c2ccccc2)oc2ccc(OC)cc12 | 16
C=CCNC(=S)N/N=C/c1cccc([N+](=O)[O-])c1 | 0
C=CCn1c(SCC(=O)Nc2ccccc2OC)nc(O)c(Cc2ccccc2)c1=O | 48
O=C(CCC1CCCC1)Nc1cccc(F)c1 | -22
CCC(=O)N1c2ccccc2NC2=C(C(=O)CC(c3ccccc3)C2)C1c1cccnc1 (stereo unspecified) | 8
CCSCCOC(=O)C1=C(C)NC2=C(C(=O)CC(C)(C)C2)C1c1cccc2ccccc12 (stereo unspecified) | -20
O=[N+]([O-])c1ccccc1C=NCCC12CC3CC(CC(C3)C1)C2 | -10
CCOC(=O)c1c(NC(=O)c2ccc(Cl)c([N+](=O)[O-])c2)sc(C(=O)Nc2ccccc2C(F)(F)F)c1C | -5
COc1ccccc1Cc1noc(-c2ccc(OC)c(OC)c2)n1 | -8

This is a subset; count on the stated rates, not on these rows.
